# TrxR1 substrate: qHTS Assay for Substrates of Mammalian Selenoprotein Thioredoxin Reductase 1 (TrxR1): qHTS. 390,000 tested, 0.01% active. Potency, µM (doses to about 114 µM), inactives show at the top dose activity change, negative = substrate turnover. purified TrxR1 substrate turnover, NADPH consumption readout. AID 588456, 2011; also: potency is read from the fitted curve at half-maximal effect; % is scaled to controls: 0 for no effect and ±100 for the full control effect; nearly all actives have a fitted effect of over 50% in size
#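 Rat TrxR1, dispensed at 90 nM, was prereduced with 400 uM NADPH (final) for 5 min at ~22 deg C, then incubated with compound 15 min before 400 uM selenite. A first-read NADPH fluorescence drop versus no-compound background flagged substrates.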
# USP1 inh: Inhibitors of USP1/UAF1: Primary Screen; recombinant USP1/UAF1, Ub-Rhodamine cleavage fluorescence; 390,000 tested, 0.23% active; Ubiquitin carboxyl-terminal hydrolase 1 (Homo sapiens), O94782; Potency, µM (series often up to 57.1 µM), for the others: at the top dose activity change, negative = inhibition, most hits filed as inhibitors; also: potency is read from the fitted curve at half-maximal effect; % is scaled to controls: 0 for no effect and ±100 for the full control effect; nearly all actives have a fitted effect of over 60% in size; inactives centre near -12
#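 High-throughput fluorogenic screen: 1nM USP1/UAF1 complex, Ub-Rho substrate 150nM final, 50mM HEPES pH 7.8 with 0.5mM EDTA, 0.1 mg/ml BSA, 1mM TCEP and 0.01% Tween-20.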
# PI4K2A block: qHTS for small molecular inhibitors of PI4K2A; Phosphatidylinositol 4-kinase type 2-alpha (Homo sapiens), Q9BTU6; purified PI4K2A, ADP-Glo luminescence, 1 h; active compounds read low; activity change, negative = inhibition, % at 76.9 µM; 420,000 tested, 0.13% active; in the data active = activity change below about -50%; inconclusive = mostly about -30% to -49%;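 also: -100% = wells without enzyme as full effect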
#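 In this quantitative HTS, ADP production by PI4K2A was quantified luminescently after 1 h at ambient temperature; 100 microM adenosine served as plate-quality control.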
# LDHA inh: qHTS assay for inhibitors of human lactate dehydrogenase; L-lactate dehydrogenase A chain (Homo sapiens), P00338; purified LDHA, NADH/diaphorase-resazurin fluorescence; active compounds read low; activity change, % (values are at about 110 or 230 µM); 480,000 tested, 0.15% active; AID 1347041, 2019; in the data active = activity change below about -30%; inconclusive = mostly about -25% to -30%;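 also: plate controls were DMSO wells for no effect and wells without enzyme for full effect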
#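 LDH5 2 nM; NADH 0.06 mM, pyruvate 0.2 mM; 200 mM Tris pH 7.4, EDTA, Tween-20; 5 min RT. Detection: diaphorase 0.133 mg/mL + resazurin 37 µM, fluorescence ex540/em590 at 0 and 20 min; normalized to enzyme-free and DMSO wells.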
# Vif-A3F inh: qHTS for Inhibitors of Vif-A3F Interactions: qHTS; 390,000 tested, 0.2% active; HeLa A3F-eYFP + Vif (tagged APOBEC3F with the HIV-1 protein that degrades it), YFP fluorescence increase; Potency, µM (highest dose often 46.1 µM), for the others: at the top dose activity, negative = active; also: potency is read from the fitted curve at half-maximal effect; % of control where 0% means no effect; nearly all actives have a fitted effect of over 65% in size
#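 HeLa cells stably expressing Vif plus C-terminally eYFP-tagged A3F were seeded, incubated overnight at 37 deg C, dosed with compound, incubated overnight again at 37 deg C. Yellow fluorescence (Ex 488/Em 500-530) reported blocked Vif-mediated A3F-eYFP degradation.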
# IDH1 R132H inh: qHTS for Inhibitors of mutant isocitrate dehydrogenase 1 (IDH1): qHTS | IDH1-R132H enzyme, NADPH consumption, diaphorase/resazurin fluorescence | Potency, µM (highest dose often 76.6 µM), for inactives: top-dose activity change, negative = inhibition, usual class: inhibitors | 390,000 tested, 0.093% active | AID 602179, 2012; also: potency is read from the fitted curve at half-maximal effect; % is scaled to controls: 0 for no effect and ±100 for the full control effect; nearly all actives have a fitted effect of over 65% in size
#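 IDH1-R132H (0.5 ug/mL) preincubated 30 min with compound, then NADPH (0.016 mM) and alpha-KG (2 mM) added; 80 min at RT, pH 7.5. Remaining NADPH coupled via diaphorase/resazurin to fluorescence (540/590 nm); concentration-response curves normalized to no-enzyme control.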
# RXFP1 ag: qHTS Assay for Agonists of the Relaxin Receptor RXFP1; 370,000 tested, 0.3% active; Potency, µM (top dose mostly 57.5 µM), inactives show top-dose activation, most hits filed as activators; AID 2676, 2010; Relaxin receptor 1 (Homo sapiens), Q9HBX9; HEK293T-RXFP1 cAMP TR-FRET, 30 min; response scale: percent of porcine relaxin response, buffer zero; also: potency is read from the fitted curve at half-maximal effect; % is scaled to controls: 0 for no effect and ±100 for the full control effect; nearly all actives have a fitted effect of over 60% in size; many of its hits are not listed in these tables
# Target sequence (Q9HBX9 whole entry, looked up): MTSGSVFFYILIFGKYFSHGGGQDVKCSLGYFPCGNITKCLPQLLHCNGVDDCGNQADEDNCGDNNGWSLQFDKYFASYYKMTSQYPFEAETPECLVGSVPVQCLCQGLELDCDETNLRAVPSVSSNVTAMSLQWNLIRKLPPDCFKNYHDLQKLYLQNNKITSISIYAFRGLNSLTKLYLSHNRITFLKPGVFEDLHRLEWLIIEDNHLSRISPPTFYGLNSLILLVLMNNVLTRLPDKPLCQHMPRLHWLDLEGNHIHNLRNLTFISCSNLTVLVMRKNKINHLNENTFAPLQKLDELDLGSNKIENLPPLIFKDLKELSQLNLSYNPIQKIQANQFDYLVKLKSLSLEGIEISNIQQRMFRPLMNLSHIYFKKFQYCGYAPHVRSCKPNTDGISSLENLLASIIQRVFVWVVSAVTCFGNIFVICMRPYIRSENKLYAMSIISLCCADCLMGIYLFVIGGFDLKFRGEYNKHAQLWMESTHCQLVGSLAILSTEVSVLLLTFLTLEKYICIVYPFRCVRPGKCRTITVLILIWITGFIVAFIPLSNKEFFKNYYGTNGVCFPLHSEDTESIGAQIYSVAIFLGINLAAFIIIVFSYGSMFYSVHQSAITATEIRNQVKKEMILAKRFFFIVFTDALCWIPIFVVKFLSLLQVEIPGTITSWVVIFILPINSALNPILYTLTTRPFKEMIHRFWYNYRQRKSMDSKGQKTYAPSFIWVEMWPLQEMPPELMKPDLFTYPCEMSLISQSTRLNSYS
#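 Agonist response is measured as cAMP accumulation in an RXFP1-transfected HEK293T line under PDE4 inhibition. Values are scaled between buffer-only and 29 nM porcine relaxin, and EC50s come from standard Hill equation fits.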
# Vif-A3G inh: qHTS for Inhibitors of Vif-A3G Interactions: qHTS. DNA dC->dU-editing enzyme APOBEC-3G (Homo sapiens), Q9HC16. HeLa A3G-eYFP + Vif (tagged APOBEC3G with the HIV-1 protein that degrades it), YFP fluorescence, overnight. Potency, µM (doses to about 46.1 µM), without a hit: at the highest dose activity, negative = active, actives largely listed as inhibitors. 410,000 tested, 0.076% active;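 also: potency is read from the fitted curve at half-maximal effect; % is scaled to controls: 0 for no effect and ±100 for the full control effect; nearly all actives have a fitted effect of over 60% in size; hits raise eYFP signal because A3G escapes Vif-driven loss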
#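 HeLa cells stably expressing Vif and C-terminally eYFP-tagged A3G, seeded overnight at 37 deg C, then exposed to compound by pintool overnight at 37 deg C. Rise in yellow fluorescence (Ex 488/Em 500-530, Acumen) marks blocked Vif-driven A3G degradation.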
# Glioma ERSR ind: qHTS for Inducers of the Endoplasmic Reticulum Stress Response (ERSR) in Human Glioma: qHTS | U87-MG GRP78 promoter luciferase reporter, 16 h | Potency, µM, inactives show top-dose activation, usual class: activators | 420,000 tested, 0.02% active | AID 602332, 2012; also: potency is read from the fitted curve at half-maximal effect; series mostly up to about 76 µM; % of control where 0% means no effect; nearly all actives have a fitted effect of over 35% in size
#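 Stably transfected U87-MG glioma cells carrying a GRP78-based luciferase sensor; 16 h compound incubation. Luminescence end-point read 10 min after Bright-Glo addition at room temperature.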
# Active calls of the source: *; ? = inconclusive; . = no result given; [ ] = dose if it differs, or a comment. Unless noted, calls follow the shape of the dose curve; as a rule, active = well fitted curve in the direction sought with a large enough effect; inconclusive = small, poorly fitted or top-dose-only effect, or another doubt; inactive = no such curve, though single readings can be large; an effect the other way counts as inactive or inconclusive.
no. | Structure | TrxR1 substrate | USP1 inh | PI4K2A block | LDHA inh | Vif-A3F inh
1 | COc1cccc(NC(=O)CN(C)C(=O)c2cccc(NS(=O)(=O)c3ccc(Br)cc3)c2)c1 | 4% | -19% | -6 | -2 | 2%
2 | O=C(CCn1nc(-c2ccc(Cl)cc2)ccc1=O)NCc1ccccn1 | 5% | -4% | 1 | 0 | -5%
3 | Cc1ccc(N2C(=O)C3CCCN3C2=S)c(C)c1 (configuration not stated) | 5% | -19% | 1 | -2 | -1%
4 | CN(c1ccccc1)S(=O)(=O)c1ccc(C(=O)NCc2ccccc2CN2CCCC2)cc1 | 6% | -22% | 0 | -2 | -8%
5 | Cn1ccc2c(-c3ccc(C(N)=O)cc3)cc3c(c21)C1CCC3O1 (configuration not stated) | . | . | 2 | 7 | .
6 | CSc1nc2c(cnn2-c2ccccc2)c(=O)n1N | -9% | -21% | -3 | -2 | -5%
7 | O=c1c2ccccc2nc(-c2ccoc2)n1CCc1ccccc1 | 8%[57.1 µM] | -8% | -5 | -3 | -14%
8 | C=CCn1c(SCC#N)nc2c(c1=O)C(C)(C)Cc1ccccc1-2 | 4%[57.1 µM] | -25% | 9 | -5 | 8%
9 | Cc1onc(-c2c(Cl)cccc2Cl)c1COC(=O)c1ccc(Cl)cc1 | -1% | -22% | 6 | 0 | 4%
10 | C=CCNc1nnc(-c2ccncc2)s1 | 205%[activator][57.1 µM] | -3% | -3 | 3 | -1%

no. | IDH1 R132H inh | RXFP1 ag | Vif-A3G inh | Glioma ERSR ind
1 | 6% | . | 1% | -4%
2 | 1% | 0.0% | 0% | -4%
3 | 7% | -0.5% | 0% | -2%
4 | 4% | -1.3% | 0% | -2%
5 | . | . | -7% | -1%
6 | 2% | 1.5% | 11% | 6%
7 | 0% | 0.4% | 0% | 2%
8 | -2% | 0.2% | -6% | -1%
9 | -3% | 1.2% | -8% | -3%
10 | 1% | 2.2% | -1% | -1%

# Next records follow.
no. | Structure | TrxR1 substrate | USP1 inh | PI4K2A block | LDHA inh | Vif-A3F inh
11 | COC(=O)c1sc2nc(-c3ccccc3)c3c(c2c1N)CCCC3 | 25% | -9% | -2 | -9 | -4%
12 | COc1ccc(C(=O)NOCc2ccccc2)cc1 | -10%[57.1 µM] | -20% | -7 | 3 | -6%
13 | Cc1cc(C)cc(NC(=O)NCc2c(-c3ccccc3)noc2C)c1 | 5%[57.1 µM] | -6% | 1 | -10 | -2%
14 | CC(=O)Nc1ccc(C(=O)OCC(=O)Nc2ccccc2Sc2ccccc2)cc1 | -4% | -18% | -5 | -6 | -7%
15 | Cc1ccc(C2Cc3cc(O)c(O)cc3CN2)cc1 (configuration not stated) | -13%[57.1 µM] | -2% | 0 | 17 | 3%
16 | CC(C)(CNC(=O)CO/N=C1/C=C2CCC3C(C(O)C[C@@]4(C)C3CC[C@]4(O)C(=O)CO)[C@@]2(C)CC1)C(O)C(=O)O (some centres not stated) | -2% | -8% | -13 | -2 | 0%
17 | O=C(O)c1ccc(/C=N/N2CCN(C3c4ccccc4-c4ccccc43)CC2)cc1 | -11% | -10% | 4 | 1 | 3%
18 | O=C(Nc1ccccc1-c1cn2c(CN3CCNCC3)csc2n1)c1cnc2ccccc2n1 | -5% | . | . | 0 | .
19 | CCOC(=O)c1cccc(S(=O)(=O)N(CCO)Cc2cc3cc(OC)ccc3[nH]c2=O)c1 | 22% | -2% | -4 | 6 | 1%
20 | CCN(CC)C(=O)CSc1nc2sc3c(c2c(=O)n1CCOC)CCC3 | -5% | -6% | 2 | -5 | -8%

no. | IDH1 R132H inh | RXFP1 ag | Vif-A3G inh | Glioma ERSR ind
11 | 6% | 2.1% | -4% | 2%
12 | 6% | 0.8% | 0% | -13%
13 | -3% | 0.2% | 1% | -4%
14 | -11% | 0.7% | -1% | -4%
15 | 6% | . | -5% | -4%
16 | -11% | 2.4% | 2% | -2%
17 | -16% | 3.8% | -1% | 0%
18 | . | . | -11% | -12%
19 | 1% | 0.5% | -5% | -4%
20 | -4% | 0.8% | -7% | 0%

# Next section.
no. | Structure | TrxR1 substrate | USP1 inh | PI4K2A block | LDHA inh | Vif-A3F inh
21 | O=C(Nc1ccccc1N1CCCCC1)c1ccc(N2C(=O)c3ccccc3C2=O)cc1 | -4% | -8% | 2 | -5 | 5%
22 | CCN1CCN(c2nc(Nc3ccc(OC)cc3)nc(N)c2[N+](=O)[O-])CC1 | -7% | 2% | 0 | -8 | 6%
23 | CN(C(=O)c1cccc(NC(=O)Cc2ccc(NC(=O)C3CCN(S(=O)(=O)c4cccc([N+](=O)[O-])c4)CC3)cc2)c1)C1CCC1 | 0% | -11% | -4 | -10 | 0%
24 | Cc1cccc(C(C)C)c1NC(=O)CSc1ncnc2[nH]ncc12 | 0% | -12% | 5 | -4 | 1%
25 | CN1C(=O)/C(=C/C=C2\SCCN2C)N(C)C1=S | -10%[57.1 µM] | ? | -6 | 1 | 12%
26 | COc1ccc(-c2noc(CN(C(=O)c3ccc4c(c3)OCO4)C(C)C)n2)cc1 | -2% | 2% | -19 | -3 | 2%
27 | CCN1C(=O)[C@@H]2[C@@H]3CN(S(=O)(=O)c4ccc(C)cc4)[C@@H](c4ccccc4)[C@@H]3C(=O)C[C@@H]2C1=O | . | . | -1 | -2 | .
28 | Cc1cccc(NC(=O)N2CCCC(CNC(=O)c3ccccc3Cl)C2)c1C (configuration not stated) | -10% | -18% | -1 | -4 | 5%
29 | CCOC(=O)COn1c(=O)c(=O)n(OC)c2ccccc21 | -3% | 4% | 3 | 3 | .
30 | Cc1cccc(C(C)C)c1NC(=O)CN1C(=O)NC(Cc2ccccc2)C1=O (configuration not stated) | -2% | -22% | 0 | -8 | 5%

no. | IDH1 R132H inh | RXFP1 ag | Vif-A3G inh | Glioma ERSR ind
21 | -1% | -0.9% | 1% | -3%
22 | 2% | 5.2% | 0% | 3%
23 | 3% | . | -2% | -2%
24 | -7% | . | 2% | -1%
25 | 7% | 2.3% | -4% | 6%
26 | 2% | -0.8% | 1% | -4%
27 | . | . | -8% | -2%
28 | -3% | 0.2% | 0% | -1%
29 | 2% | -0.3% | 0% | -3%
30 | 4% | 2.4% | -1% | -1%

# More entries:
no. | Structure | TrxR1 substrate | USP1 inh | PI4K2A block | LDHA inh | Vif-A3F inh
31 | O=C(O)C1C2C=CC3(CN(C/C=C/c4ccccc4)C(=O)C13)O2 (configuration not stated) | -3%[0.457 µM] | -8% | -1 | -12 | 9%
32 | Cn1c(=O)c2cc(NC(=O)NCc3ccc(F)cc3)ccc2n1C/C=C/c1ccccc1 | . | . | 4 | -2 | .
33 | CSc1ccc(-c2cccc([N+](=O)[O-])c2)nn1 | -9% | -13% | -19 | -1 | 0%
34 | O=C1CC(c2ccco2)CC(O)=C1C=NCCO (configuration not stated) | 0% | -3% | -7 | 11 | 8%
35 | COc1cccc(C(=O)NCC2(c3ccccc3)CCCC2)c1OC | -1% | -26% | -2 | -5 | 5%
36 | CCOC(=O)C1CCN(CCC(=O)Nc2ccc(Br)cc2)CC1 | 6%[57.1 µM] | 1% | 2 | -10 | 3%
37 | Cc1ccc(Cn2cc(S(=O)(=O)c3cccc(Cl)c3)c(=O)c3cc(F)c(N4CCCCC4)cc32)cc1 | 16% | -12% | 0 | -4 | -9%
38 | COc1ccc(S(=O)(=O)N(C)C)cc1NC(=O)CCNC(=O)c1ccccc1OC | -3% | -12% | -1 | -7 | -2%
39 | O=C(OCC(=O)N1CCCC1=O)c1ccc(F)c(S(=O)(=O)N2CCOCC2)c1 | -1% | 2% | -2 | -13 | 1%
40 | COC(=O)c1ccccc1NC(=O)CSc1nnc(-c2cccnc2)n1C | 2% | -14% | 11 | -6 | 7%
41 | O=C(Nc1ccc(Sc2ccc(Br)cc2)cc1)c1ccco1 | 5% | -21% | 8 | -4 | 2%
42 | CC(C)(C)NS(=O)(=O)c1cc2c3c(c1)CCN3C(=O)CC2 | -2% | -10% | -1 | -2 | -2%

no. | IDH1 R132H inh | RXFP1 ag | Vif-A3G inh | Glioma ERSR ind
31 | -4% | -1.2% | 1% | -5%
32 | . | . | ? | -4%
33 | 16% | 10% | 0% | 0%
34 | 2% | 0.5% | -1% | -6%
35 | 1% | 1.4% | 0% | -3%
36 | 18% | 0.1% | -5% | -3%
37 | -8% | 6.2% | 3% | -2%
38 | 3% | 6.4% | 1% | -5%
39 | 0% | 0.7% | -2% | -5%
40 | 2% | 2.5% | 1% | -2%
41 | 7% | 0.1% | 0% | -2%
42 | -2% | -0.8% | 4% | -7%

# These rows are one share of the data. The share of hits here may be higher or lower than overall.
